RAM inhibit – inhibitors of the yeast RAM network | S. cerevisiae dse1pr::URA3 reporter, 5-FOA growth OD615, 2 d; analog-sensitive cbk1-as2 kinase mutant strain | inhibition, % at 50 µM | 1.8% of 190,000 active;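 active = inhibition above a set limit, 3 SD over mean compound inhibition, cut at about 8.4% in these data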;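 also: 0% = DMSO-only wells with no growth and 100% = 10 µM 1-NA-PP1 full growth; inhibition rescues growth on 5-FOA so higher OD means more RAM inhibition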
TNAP act hi DEA – increases human TNAP activity under high phosphate acceptor concentration; AID 1136; activation factor at 20 µM; purified TNAP, CDP-star luminescence, 1 M DEA, 30 min; stronger effect = higher value; 0 = EDTA background, 1 = DMSO-only activity; P05186; 200,000 tested, under 10 active;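 active = activation factor at least 2 at 20 µM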
Target sequence (P05186 whole entry, looked up): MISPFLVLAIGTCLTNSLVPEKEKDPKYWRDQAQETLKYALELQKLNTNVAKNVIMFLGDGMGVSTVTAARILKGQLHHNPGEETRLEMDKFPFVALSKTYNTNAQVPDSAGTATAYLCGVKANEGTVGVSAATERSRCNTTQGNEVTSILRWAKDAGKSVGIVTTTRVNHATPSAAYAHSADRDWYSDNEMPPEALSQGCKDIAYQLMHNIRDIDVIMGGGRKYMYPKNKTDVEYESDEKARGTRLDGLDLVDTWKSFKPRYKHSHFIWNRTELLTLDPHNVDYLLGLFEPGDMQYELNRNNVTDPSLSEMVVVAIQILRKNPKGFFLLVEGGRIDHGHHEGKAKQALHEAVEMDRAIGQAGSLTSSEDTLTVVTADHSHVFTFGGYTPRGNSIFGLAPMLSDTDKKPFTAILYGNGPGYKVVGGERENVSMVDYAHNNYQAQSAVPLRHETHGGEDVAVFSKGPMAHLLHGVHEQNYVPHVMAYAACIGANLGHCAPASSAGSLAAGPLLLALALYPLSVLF
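Assay system: human TNAP; Input: enzyme diluted 1/800 final; Reagent: CDP-star luminogenic substrate at 100 µM final; Timing: 30 min, room temperature; Signal: luminescence; Evaluation: TNAP activation factor scaled between EDTA and DMSO control wells.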
TNAP inh noacc – inhibitors of human TNAP without phosphate acceptor | inhibition, % at 20 µM | AID 1012 | purified TNAP, CDP-star luminescence, 30 min | 0.26% of 200,000 active | P05186;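 active = tissue-nonspecific alkaline phosphatase inhibition above about 50% at 20 µM in the single-dose screen, limit read from the data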;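 also: 0% = DMSO negative control and 100% = EDTA positive control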
FLuc act counter – firefly luciferase counter-screen for stimulation assays | 200,000 tested, under 10 active | activation factor at 10 µM | P08659 | ATPlite luciferase biochemical, luminescence, 10 min; 0 = ATP-free wells, 1 = DMSO control;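 active = luciferase activation factor, scaled between plate controls, of at least 2 with compound at 10 µM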
Target sequence (P08659 whole entry, looked up): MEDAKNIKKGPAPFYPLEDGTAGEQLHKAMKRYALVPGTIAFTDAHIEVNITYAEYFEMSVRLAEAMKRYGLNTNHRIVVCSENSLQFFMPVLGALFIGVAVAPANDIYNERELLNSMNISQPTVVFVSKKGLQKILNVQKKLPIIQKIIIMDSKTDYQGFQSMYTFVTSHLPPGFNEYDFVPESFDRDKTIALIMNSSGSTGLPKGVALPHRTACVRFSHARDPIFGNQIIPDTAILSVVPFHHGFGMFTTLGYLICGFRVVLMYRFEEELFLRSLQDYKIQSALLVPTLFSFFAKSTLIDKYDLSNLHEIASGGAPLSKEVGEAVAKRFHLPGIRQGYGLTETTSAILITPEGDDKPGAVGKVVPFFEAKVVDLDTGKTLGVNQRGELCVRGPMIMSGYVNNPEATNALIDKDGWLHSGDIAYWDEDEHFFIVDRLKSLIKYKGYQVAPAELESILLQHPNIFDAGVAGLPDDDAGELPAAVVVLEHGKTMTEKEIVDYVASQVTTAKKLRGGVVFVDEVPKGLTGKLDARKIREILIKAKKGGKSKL
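Assay system – cell-free luciferase reagent · Medium – PBS-based ATP solution · Dosing – test compounds dosed from 2 mM stocks in 100% DMSO · Timing – 10 min, room temperature · Technique – light output (luminescence) · Measure – luminescence gain marking luciferase activators · Controls – No-ATP low control, compound-free enzyme-plus-ATP high control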
L major viab – reduces viability of Leishmania major promastigotes. resazurin fluorescence viability. inhibition, % at 10 µM. 9% of 200,000 active. AID 1063; in the data active = inhibition above about 50%;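 also: promastigotes grown with compound for 44 hours at 28 °C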
APP 5UTR inh – APP translation inhibition; SH-SY5Y APP 5'UTR-luciferase reporter, luminescence; inhibition, % at 2 µM; 0.82% of 190,000 active;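 active = inhibition above a set limit, derived from the sample mean plus 3 SD, cut at about 45% in these data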; also: values of inactives mirror those of a sister screen read the other way
FLuc inh counter – inhibits firefly luciferase, flagging false hits in luciferase inhibition screens; ATPLite firefly luciferase biochemical luminescence, 10 min; inhibition, % at 10 µM; P08659; AID 1006; 1.5% of 200,000 active;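 active = inhibition above about 50% when tested at 10 µM, limit read from the data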
TNAP inh hi DEA – inhibitors of human TNAP at high phosphate acceptor concentration; P05186; purified TNAP, CDP-star luminescence, 1 M DEA; inhibition, % at 20 µM; 0.03% of 200,000 active; AID 1135;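 active = over 50% inhibition of tissue-nonspecific alkaline phosphatase at 20 µM in the single-dose screen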;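 also: plate controls were DMSO wells for no effect and EDTA-quenched wells as full inhibition for full effect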
bIAP act – intestinal alkaline phosphatase (bovine) activation; purified bovine IAP, CDP-star luminescence, 30 min; stronger effect = higher value; fold of DMSO-control signal, blank-subtracted; activation factor at 20 µM; 0.17% of 200,000 active; AID 1016;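 active = activation factor of 2 or more at 20 µM, a signal rise over negative controls twice the positive control's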
bIAP inh – intestinal alkaline phosphatase (bovine) inhibition; AID 1019; inhibition, % at 20 µM; 190,000 tested, under 10 active; purified bovine IAP, CDP-star luminescence, 30 min;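 active = over 50% inhibition of intestinal alkaline phosphatase at 20 µM in the single-dose screen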
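Incubation: 30 min reaction at room temperature / Material: purified bovine intestinal alkaline phosphatase (IAP) enzyme / Input: enzyme at 1/65,000,000 dilution / Dosing: 20 µM single dose / Signal: CDP-star luminescence signal / Reagent: CDP-star chemiluminescent phosphatase substrate, 30 µM final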
Starred values were filed as active, the others as inactive; nt = not tested or not shown.

SMILES	RAM inhibit	TNAP act hi DEA	TNAP inh noacc	FLuc act counter	L major viab	APP 5UTR inh	FLuc inh counter	TNAP inh hi DEA	bIAP act	bIAP inh
CC(=O)c1c(N2CCN(C)CC2)nc(=S)n(-c2cc(C)ccc2C)c1C	2.2	1	-5	1	-1	2	-3	-3	1.1	-14
COC(=O)c1cccc(NC(=O)CSc2nc3cccnc3n2C)c1	7.9	1.1	-14	1	21	11	-3	-8	0.9	8
O=C(Cn1nc(C(F)(F)F)c2c1CCCCC2)N1CCOCC1	0.7	1	-8	1	-2	-6	-2	-3	1.1	-12
CC(=O)NCCNC(=O)c1ccc(-n2c(C)ccc2C)cc1	3.6	1	-9	1	2	-15	-2	-4	1.1	-7
CCS(=O)(=O)N1CCC(C(=O)NCc2ccco2)CC1	1.9	1	-6	1	-7	nt	-2	3	1	4
C/C(=N\NC(=O)C(c1ccccc1)c1ccccc1)c1ccccn1	1.1	1.1	-9	1.1	100*	69*	-8	-7	1	2
CC(=O)c1ccc(NC(=O)C2CC(=O)N(Cc3ccccc3)C2)cc1 (stereo not given)	0.2	1	-8	1	6	-27	-2	-1	1	5
Cc1ccc(-c2nnc(-n3ncc(C#N)c3N)c3ccccc23)cc1C	4.4	1	-2	1	-5	-14	2	-3	1	2
Cn1nnc(NCc2cc(Br)ccc2OCc2cccs2)n1	4.3	1	-8	1.1	89*	-13	-7	-3	0.9	10
CCc1ccc(NC(=O)C(=O)N/N=C(\C)CC(=O)NCc2ccc(Cl)cc2)cc1	2.6	1	-83	0.8	-4	7	19	-1	1	3
CCOC(=O)CC1C(=O)NCCN1S(=O)(=O)c1ccc(Cl)cc1Cl (stereo not given)	-0.3	1.1	-6	1	-5	0	-3	-6	1	0
Cc1ccc(NCc2nnc(SCc3ccc(C#N)cc3)n2Cc2ccco2)c(C)c1	5.0	1.1	-9	1.1	46	-3	-7	-7	0.9	14
COc1ccc(CCNc2nc(-c3cccc(NC(C)=O)c3)cs2)cc1OC	-0.3	1	-7	1	3	-13	-1	-2	1.2	-18
O=C(CSc1nc2ccccc2o1)Nc1nc2ccccc2s1	3.3	1	1	1.1	-3	-20	-7	0	1.1	-9
COc1ccc(/C=N/NC(=S)Nc2ccccc2)cc1COc1ccc(F)cc1F	1.6	1	1	1.1	55*	3	-8	-3	1.1	-5
O=C(CNC(=O)c1ccc(S(=O)(=O)N2CCCCC2)cc1)N/N=C/c1ccco1	2.7	1	-15	1	7	1	-1	-2	0.9	9
CCCCC1OC2(C)OC(=N)C1(C#N)C(C#N)(C#N)C2c1ccccc1 (stereo not given)	3.8	1	-9	1.1	13	-5	-5	5	1	-2
O=S(=O)(NC1CC2CCC1C2)c1ccc(Br)s1 (stereo not given)	-1.2	1	-11	1	8	-10	-4	-2	0.6	42
CCOc1ccc(Oc2ccc(-c3nnc(-c4ccccc4)o3)cc2[N+](=O)[O-])cc1	6.3	1.1	12	1.1	4	9	-11	-6	0.9	14
CC(c1ccncn1)N(C)Cc1nc(-c2ccc(C(F)(F)F)cc2)no1 (stereo not given)	0.9	0.9	-4	1	-3	5	-4	6	1.3	-32
NCCCC[C@H](NC(=O)C1CCNCC1)c1nnc([C@@H](N)CO)o1	1.3	1.1	-7	1.1	-4	7	-10	-6	1	1
NNC(=O)[C@H]1C[C@@H]1c1ccccc1	0.3	1	-13	1.1	-5	8	-6	-2	1	3
COc1ccccc1-n1c(SCC(=O)NC(C)(C)C)nc(O)cc1=O	0.0	1	-10	1	-7	-13	0	-2	1.1	-7
Cc1ccc2c(c1)c1c(n2CC(O)CN2C(=O)CNC2=O)C(=O)CCC1 (stereo not given)	-0.9	1	-6	1	-2	6	-2	-1	1.1	-5
CC1=NN(C(=S)Nc2ccccc2)C(c2ccccc2)C1 (stereo not given)	-0.1	1	-3	1	15	-3	0	-5	1	-4
O=S1(=O)CCN(C(CO)c2ccccc2)CC1 (stereo not given)	0.6	1	-4	1	-10	22	-1	0	1.1	-13
COc1ccc(NC(=O)/C(=C\c2ccc(OS(=O)(=O)c3ccc(C)cc3)cc2)NC(=O)c2ccccc2)cc1	5.8	0.9	-1	0.9	7	-2	6	6	1	-1
Cc1ccc(S(=O)(=O)c2c(N)n(Cc3ccco3)c3nc4ccccc4nc23)cc1	1.6	1.1	-16	1.1	74*	-2	-8	-7	1.1	-10
CCOc1ccc(CN(C)CC(=O)Nc2cc(C)c(C)cc2[N+](=O)[O-])cc1	1.2	1	0	1	-4	2	-1	-1	1.1	-6
Cc1[nH]c(=O)[nH]c(=O)c1S(=O)(=O)N1CCC(C(=O)NC(C)c2ccccc2)CC1 (stereo not given)	2.0	1	-6	1	-6	-1	-4	0	0.9	10
CC(=O)NCc1ccc(-c2csc(N)n2)s1	0.4	1	-17	1	-7	-4	1	-4	0.9	9
CC(=O)N/C(=C\c1ccccc1)C(=O)OCC(=O)NC1CCCC1	1.1	1	-6	1.1	-2	-3	-8	-1	0.9	15
COc1cccc(C(=O)Nc2cccc(OCC(=O)c3ccccc3)c2)c1	7.2	1	0	1	-4	-18	-3	-2	1	-5
Cc1cc(C(=O)Nc2nc(-c3ccccn3)cs2)ccc1[N+](=O)[O-]	-0.5	1	-12	1	100*	9	-4	-4	1	-4
CC(C)NS(=O)(=O)c1ccc(OCC(=O)Nc2ccc(F)cc2F)cc1	2.2	1	-20	1.1	-5	38	-6	-4	0.9	7
C=C(C)Cn1c(SCC(=O)O)nnc1-c1ccc(C(C)(C)C)cc1	-0.6	1	-8	1	-4	12	1	0	0.9	5
CC1CCCCN1C(=O)/C=C/c1ccccc1[N+](=O)[O-] (stereo not given)	-1.2	1	-2	1	20	-5	0	-1	1.2	-24
O=C(c1ccccc1)N1CCN(C2CC3CCC2C3)CC1 (stereo not given)	0.9	1	-1	1.1	1	0	-7	-4	1	2
CC(C)C[C@H](NC(=O)OC(C)(C)C)C(=O)N1CCC(C(=O)N[C@@H](Cc2ccccc2)C(=O)O)CC1	1.5	1	-8	1.1	5	1	-9	-4	1	5
Cn1c(SCCCC(=O)c2ccc(Br)cc2)nnc1-c1ccncc1	1.5	1	-10	1	-3	-7	-1	0	0.9	9
CCCCNC(=O)Nc1cc(C)on1	3.3	1.1	3	1.1	-4	-1	-6	-10	1	1
O=C(NC1CCCCC1)C(c1ccc(F)cc1)N(Cc1ccco1)C(=O)c1ccccn1 (stereo not given)	-0.9	1	-11	1	-2	8	-3	-4	1	1
COc1ccc(OC)c(CCNC(=O)Cn2sc3nc(C)cc(C)c3c2=O)c1	0.8	1	-19	0.8	21	-5	16	-5	1.1	-10
CCn1c(=O)n(CC)c2cc(S(=O)(=O)Nc3cc(C)cc(C)c3C#N)ccc21	0.1	1	-10	1.1	13	-13	-8	-3	0.9	8
COc1cc(CCCN2C(=S)NC[C@H]2Cc2ccc(O)cc2)cc(OC)c1OC	3.1	1.1	-9	1.1	0	8	-7	-7	0.8	21
Nn1c(SCC(=O)N2CCOCC2)nnc1-c1ccccc1Cl	3.0	1.1	-10	1	-2	6	-1	-6	1	-1
COc1ccccc1NC(=O)COc1ccccc1C(=O)c1cnn(-c2ccccc2)c1	1.4	1	2	0.9	0	-54	9	4	1.2	-22
COc1ccc(CC(=O)Nc2ccccc2N2CCOCC2)cc1OC	1.2	1	-10	1	1	8	-1	-4	1	0
CC(C)c1csc(CN2CCC(N3CCC(C(=O)N4CCOCC4)CC3)CC2)n1	0.3	1	-4	1	41	-2	-4	-4	1	-2
COc1ccc(OCC(=O)N2CCOCC2)cc1	3.0	1	-5	1	0	-12	0	1	0.9	8
CCCN1Cc2cccc(C(=O)Nc3ccc4c(c3)OCCO4)c2C1=O	4.8	1.1	-16	1	69*	6	0	-8	0.9	5
COc1ccc(/C=C/C(=O)NCCOc2ccccc2OC)cc1	1.2	1	-73	1	-1	-14	2	-2	1.3	-26
Cc1cccc(C)c1NC(=O)NC1(C(=O)N2CCOCC2)CCCCC1	1.0	1	-11	1.1	-6	-3	-8	-2	1.1	-9
C=CCn1cc(C(=O)NCc2ccc3c(c2)OCO3)c(=O)c2cc(S(=O)(=O)N(CC)CC)ccc21	3.3	1.1	-7	1	14	4	-4	-5	1	-2
O=C(O)c1ccc(N2C(=O)C3C4c5ccccc5C(Br)(c5ccccc54)C3C2=O)cc1 (stereo not given)	3.0	1.1	-7	1.1	-3	-2	-8	-5	0.9	9
CCOc1ccc(CCNC(=O)c2cc3sccc3n2CC)cc1OCC	9.0*	1	-12	1	4	2	-2	-4	1.1	-10
CN(C)CC(C)(C)NS(=O)(=O)c1ccc(Cl)cc1	0.8	1.1	1	1.1	-5	2	-9	-7	1	3
CCCC(=O)NCCCc1nc2ccccc2n1C(C)C	1.9	1.1	-8	1.1	-1	-3	-8	-7	0.9	9
O=C(NC1CCCCCC1)C1CCN(c2nc3ccccc3o2)CC1	1.4	1.1	-18	1	10	-2	-4	-7	1.1	-13
COC(=O)C1CC(=O)c2sccc2C1 (stereo not given)	1.4	1	2	1	-7	-5	-4	0	0.5	nt

Pulled by structure from the entries so far:
SMILES	RAM inhibit	TNAP act hi DEA	TNAP inh noacc	FLuc act counter	L major viab	APP 5UTR inh	FLuc inh counter	TNAP inh hi DEA	bIAP act	bIAP inh
CCCN1Cc2cccc(C(=O)Nc3ccc4c(c3)OCCO4)c2C1=O	4.8	1.1	-16	1	69*	6	0	-8	0.9	5
CN(C)CC(C)(C)NS(=O)(=O)c1ccc(Cl)cc1	0.8	1.1	1	1.1	-5	2	-9	-7	1	3
COc1ccc(OCC(=O)N2CCOCC2)cc1	3.0	1	-5	1	0	-12	0	1	0.9	8

Additional records follow.
SMILES	RAM inhibit	TNAP act hi DEA	TNAP inh noacc	FLuc act counter	L major viab	APP 5UTR inh	FLuc inh counter	TNAP inh hi DEA	bIAP act	bIAP inh
N#CC1=C(N)OC2=C(C(=O)CC(c3ccco3)C2)C1c1ccc(OCc2c(F)cccc2Cl)cc1 (stereo not given)	4.8	1	-8	1	11	-6	-3	-4	0.9	7
Cc1cc(NC(=O)CCN2C(=O)/C(=C/c3ccccc3Cl)SC2=S)no1	-0.8	1	0	1	1	-14	-4	0	1.2	-17
Cc1cccc(C2CC(c3ccc(Cl)cc3)Nc3nc(N)nn32)c1 (stereo not given)	0.0	1	-12	1	64*	6	-5	-1	0.9	6
C/C(CC(=O)Nc1ccc(OCc2ccccc2)cc1)=N\NC(=O)C(=O)Nc1ccccc1C	2.6	1	-6	1	-3	-6	0	-2	1.1	-5
CCOc1cc(OCC)cc(C(=O)Nc2cccnc2)c1	1.6	1.1	1	1.1	1	-16	-12	-11	1	3
O=C(C1CCN(S(=O)(=O)c2cccc3nsnc23)CC1)N1CCc2ccccc21	0.8	1	-1	1	87*	-1	-5	1	0.9	10
Cc1c(CNC(=O)C2CC2)c(-n2cccc2)n(Cc2ccccc2)c1C	2.5	0.9	-6	0.9	3	-16	6	5	1	5

High-throughput results (PubChem BioAssay)
